CHO parental Ca = ATP-evoked calcium signal inhibitors, parental CHO, primary screen, counter-screen for OX1R antagonist project, cell-based, fluorescence, Fluo-8 calcium dye | parental CHO-K1, ATP-induced calcium, Fluo-8 fluorescence | inhibition, % at 5.6 µM | 330,000 tested, 0.63% active | AID 463079, 2010;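 active = inhibition above that plate's mean sample inhibition plus 3 SD, cut at about 26% in these data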;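 also: 0% = ATP-challenged DMSO wells and 100% = DMSO wells without ATP; some compounds past the cut are filed as inactive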
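Test system: untransfected parental CHO cell line. Compound: one dose, 5.6 µM nominal. Detection: intracellular calcium via Fluo-8 no-wash fluorescent dye. Measure: % inhibition. Benchmarks: ATP-challenged DMSO wells low, unchallenged DMSO wells high.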
M1 PAM parental = nonselective calcium activators in parental CHO-K1 cells, primary screen, counter-screen for M1 PAM project, cell-based, Fluo-8 calcium fluorescence, full deck, 1536-well | ATP EC20; 0% at ATP EC20, 100% at ATP max | activation, % at 3 µM | 360,000 tested, 0.02% active;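 active = activation above the run cutoff, the mean activation of all test compounds plus 3 SD, cut at about 40% in these data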;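 also: peak over basal fluorescence ratio in a 140 s read after ATP addition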
CHRM1 agonist = human M1 muscarinic receptor agonists, primary screen, Fluo-8 calcium fluorescence, CHO-K1 cells, HTS; CHO-K1 hM1, agonist mode; 0% DMSO, 100% acetylcholine EC100; activation, % at 3 µM; 360,000 tested, 0.33% active;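 active = activation above the run's mean compound activation plus 3 SD, cut at about 16% in these data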;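 also: peak over basal fluorescence ratio within a 140 s kinetic read after compound addition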
Target sequence (P11229 whole entry, looked up): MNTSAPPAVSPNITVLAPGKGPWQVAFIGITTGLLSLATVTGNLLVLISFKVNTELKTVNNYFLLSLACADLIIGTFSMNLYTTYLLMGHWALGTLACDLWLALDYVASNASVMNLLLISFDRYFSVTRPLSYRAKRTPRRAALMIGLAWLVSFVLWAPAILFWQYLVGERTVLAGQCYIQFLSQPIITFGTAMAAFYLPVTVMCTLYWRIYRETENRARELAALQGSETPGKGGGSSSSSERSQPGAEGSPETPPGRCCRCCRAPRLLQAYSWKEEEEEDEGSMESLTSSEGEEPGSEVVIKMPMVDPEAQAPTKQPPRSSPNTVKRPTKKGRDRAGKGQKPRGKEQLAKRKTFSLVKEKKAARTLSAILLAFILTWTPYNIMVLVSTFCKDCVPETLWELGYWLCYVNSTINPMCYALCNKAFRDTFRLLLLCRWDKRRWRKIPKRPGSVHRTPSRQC
CHO-K1 Ca antag = counter-screen for M1 antagonists: effect in parental CHO-K1 cells; ATP-induced calcium, Fluo-8 fluorescence; inhibition, % at 3 µM; 360,000 tested, 0.6% active;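 active = inhibition above a per-plate cutoff, the plate's mean sample inhibition plus 3 SD, cut at about 24% in these data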;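 also: 0% = DMSO plus EC80 ATP and 100% = DMSO alone without ATP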
TAAR1 ag = human TAAR1 agonists, primary screen, Fluo-8 calcium fluorescence, CHO RD-HGA16 cells. Trace amine-associated receptor 1 (Homo sapiens), Q96RJ0. vehicle wells 0%, saturating PEA agonist 100%. activation, % at 3 µM. 360,000 tested, 0.99% active;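 active = activation above the mean activation of all test compounds in the run plus 3 SD, cut at about 38% in these data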
Target sequence (Q96RJ0 whole entry, looked up): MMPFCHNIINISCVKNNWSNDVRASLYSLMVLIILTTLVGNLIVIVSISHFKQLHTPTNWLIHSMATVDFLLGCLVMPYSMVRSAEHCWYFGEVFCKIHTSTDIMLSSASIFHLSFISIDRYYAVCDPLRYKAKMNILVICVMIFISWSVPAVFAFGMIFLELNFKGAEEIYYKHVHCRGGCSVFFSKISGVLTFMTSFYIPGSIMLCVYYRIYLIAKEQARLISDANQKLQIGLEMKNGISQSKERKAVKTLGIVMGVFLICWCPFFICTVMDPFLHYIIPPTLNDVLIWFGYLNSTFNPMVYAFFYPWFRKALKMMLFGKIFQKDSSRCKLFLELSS
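Test system: RD-HGA16 (CHO) cells co-expressing Gα16 and hTAAR1 | Doses: Single dose, 3 µM | Schedule: 17-24 h seeding, 75 min 37 °C dye, 30 min RT | Evaluation: % activation from peak over basal fluorescence ratio, DMSO-to-PEA scaled | Technique: Kinetic Fluo-8 calcium fluorescence | Benchmarks: Low control DMSO, high control PEA (EC100)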
CHO-K1 Ca ag = counter-screen for M1 agonists: effect in parental CHO-K1 cells | AID 602248, 2012 | activation, % at 3 µM | Fluo-8 calcium fluorescence; scaled to maximal ATP response, vehicle zero | 360,000 tested, 0.48% active; in the data active = activation above about 15%;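 also: untransfected CHO-K1 host cells lacking M1 receptor as counterscreen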
CHRM1 antagonist = human M1 muscarinic receptor antagonists, primary screen, CHO-K1 cells, Fluo-8 calcium fluorescence, 1536-well; Muscarinic acetylcholine receptor M1 (Homo sapiens), P11229; CHO-K1 hM1, ACh EC80 antagonist; inhibition, % at 3 µM; 360,000 tested, 1.3% active; AID 588852, 2011;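 active = percent inhibition above its own plate's cutoff, namely the mean of that plate's compound wells plus 3 SD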;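 also: peak over basal fluorescence ratio during 140 s after agonist addition; 0% = ACh EC80 plus DMSO and 100% = DMSO alone without agonist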
OXTR potentiator = human OXTR potentiators, primary screen, fluorescence, CHO-OTR cells, Fluo-8 calcium. Oxytocin receptor (Homo sapiens), P30559. Fluo-8 calcium fluorescence, potentiator mode; 0% = oxytocin EC15, 100% = EC100. activation, % at 3 µM. 320,000 tested, 0.061% active;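 active = activation above that plate's cutoff, the mean activation of tested compounds plus 3 SD, cut at about 6.6% in these data, passing the limit was not always enough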;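 also: 100% uses oxytocin at 75 nM as the full agonist control; some results filed as inactive read as strong as hits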
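Dosing: Single dose, 3.0 µM nominal final compound concentration | Material: Human OTR in CHO cells | Technique: Kinetic Fluo-8 calcium fluorescence | Benchmarks: EC15 oxytocin alone as 0%, 75 nM oxytocin as 100% | Probe or stimulus: Oxytocin at about EC15, sub-maximal agonist stimulus | Incubation: Compound 6 min at room temperature before oxytocin, 100 s read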
TAAR1 antag = human TAAR1 antagonists, primary screen, Fluo-8 calcium fluorescence, CHO RD-HGA16 cells | AID 624466, 2012 | antagonist | 360,000 tested, 1.5% active | Trace amine-associated receptor 1 (Homo sapiens), Q96RJ0 | inhibition, % at 3 µM;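 active = inhibition above a per-plate cutoff, the mean inhibition of test compounds on that plate plus 3 SD, cut at about 49% in these data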;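 also: 0% = DMSO plus EC80 beta-PEA response and 100% = DMSO alone without agonist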
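Test system – hTAAR1-expressing CHO RD-HGA16 cells, Gα16-coupled · Also added – β-PEA at EC80 concentration, post-compound challenge · Compound – 3 µM, single point · Incubation – dye loading 75 min at 37 °C, then 30 min room temperature · Measured by – Fluo-8 intracellular calcium dye fluorescence, real-time kinetic reads · Benchmarks – vehicle and agonist controls · Replicates – singlicate, one well per test compound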
Numbers without * were called inactive; . = not tested or not shown.

Every second line gives: CHO parental Ca	M1 PAM parental	CHRM1 agonist	CHO-K1 Ca antag	TAAR1 ag	CHO-K1 Ca ag	CHRM1 antagonist	OXTR potentiator	TAAR1 antag
CC1CCN(CCc2nc3cc(NC(=O)COc4ccc([N+](=O)[O-])cc4)ccc3n2C)CC1
 : -7	12	-6	-6	0	0.1	-4	-4	-15
O=C(c1ccccc1)c1coc2c1C(=O)c1ccccc1C2=O
 : -13	6	-4	1	2	0.4	9	-2	-27
COc1ccccc1NC(=O)CSc1ccc2nnc(-c3ccc(C)cc3)n2n1
 : -8	-4	-7	19	4	0.6	3	-5	-11
CCCc1c(C(=O)N/N=C/c2ccc(OC)c(OCc3ccccc3)c2)nnn1-c1nonc1N
 : -12	-9	-2	-14	2	0.6	-12	-8	-9
CCCCn1nnnc1C1(C)CCC(=O)N1Cc1cccnc1 (stereo not drawn)
 : .	10	.	-4	1	0.7	.	.	-5
Cc1ccc(-c2nn3c(C)nnc3s2)cc1NC(=O)c1ccco1
 : -16	9	-3	-6	-1	0.4	-12	2	9
O=C(NCc1ccc(Cl)cc1)C1CCCN(S(=O)(=O)c2cnc[nH]2)C1 (stereo not drawn)
 : -4	11	-2	-6	3	0.5	-13	1	-15
Cc1ccc(NC(=O)CN2C(=O)N/C(=C/c3cc(C)n(-c4ccc(C(=O)O)cc4)c3C)C2=O)cc1
 : .	4	-4	-11	4	0.4	-3	.	-1
CC(C)CCn1c(SCC(=O)Nc2ccccc2C(F)(F)F)nc2nccnc2c1=O
 : -21	-7	1	0	5	0.3	5	-6	-10
O=C(CSc1nnc(NC(=O)c2cccc(F)c2)s1)NCc1ccco1
 : -4	-3	-3	-5	3	0.6	-8	-3	-25
CN(C(=O)CC1C(=O)NCCN1Cc1ccoc1)C1CCOCC1 (stereo not drawn)
 : 5	21	-5	-2	5	1.5	-8	1	-5
O=C(NCCCc1ccccc1)c1cccc(NC(=O)C2CCCC2)c1
 : .	7	-1	2	8	6.1	-2	.	22
O=C1[C@@H]2[C@H](C(=O)N1O)[C@H]1C=C[C@@H]2C1
 : -7	7	0	-5	14	-0.2	-17	-6	12
CCOc1ccc(Oc2ccc(C(F)(F)F)cc2N)cc1
 : -11	-1	-3	-4	3	0.0	-9	0	26
Cc1noc(C)c1N=Nc1ccc(Br)cc1C(=O)O
 : -8	8	1	-5	2	0.1	-11	1	21
C=CCOC(=O)C1=C(C)NC(SCC(=O)N(CC)CC)=C(C#N)C1c1ccccc1 (stereo not drawn)
 : -17	15	-2	0	14	1.4	-2	-5	26
CC(=O)c1ccc(O)c(CSc2nncn2C)c1
 : -9	-8	-2	9	5	-0.6	0	-2	-4
O=C(NCc1ccco1)/C(=C\c1cccc([N+](=O)[O-])c1)NC(=O)c1ccco1
 : -7	2	1	-14	1	0.3	-3	1	-11
O=C(NC1CCCCC1)C1Cc2ccccc2CN1S(=O)(=O)c1ccc(F)cc1 (stereo not drawn)
 : -16	0	-1	-9	9	0.3	-25	-3	-10
O=C(NCCNS(=O)(=O)c1ccc(Cl)cc1)c1cc(OCC(F)(F)F)ccc1OCC(F)(F)F
 : -14	15	-3	-7	6	2.7	2	-16	-6

For convenience, part of the list above:
Every second line gives: CHO parental Ca	M1 PAM parental	CHRM1 agonist	CHO-K1 Ca antag	TAAR1 ag	CHO-K1 Ca ag	CHRM1 antagonist	OXTR potentiator	TAAR1 antag
CCCCn1nnnc1C1(C)CCC(=O)N1Cc1cccnc1 (stereo not drawn)
 : .	10	.	-4	1	0.7	.	.	-5
Cc1ccc(-c2nn3c(C)nnc3s2)cc1NC(=O)c1ccco1
 : -16	9	-3	-6	-1	0.4	-12	2	9
O=C(NCc1ccc(Cl)cc1)C1CCCN(S(=O)(=O)c2cnc[nH]2)C1 (stereo not drawn)
 : -4	11	-2	-6	3	0.5	-13	1	-15
Cc1ccc(NC(=O)CN2C(=O)N/C(=C/c3cc(C)n(-c4ccc(C(=O)O)cc4)c3C)C2=O)cc1
 : .	4	-4	-11	4	0.4	-3	.	-1
CC(C)CCn1c(SCC(=O)Nc2ccccc2C(F)(F)F)nc2nccnc2c1=O
 : -21	-7	1	0	5	0.3	5	-6	-10
O=C(CSc1nnc(NC(=O)c2cccc(F)c2)s1)NCc1ccco1
 : -4	-3	-3	-5	3	0.6	-8	-3	-25
CN(C(=O)CC1C(=O)NCCN1Cc1ccoc1)C1CCOCC1 (stereo not drawn)
 : 5	21	-5	-2	5	1.5	-8	1	-5
O=C(NCCCc1ccccc1)c1cccc(NC(=O)C2CCCC2)c1
 : .	7	-1	2	8	6.1	-2	.	22

Next section
Every second line gives: CHO parental Ca	M1 PAM parental	CHRM1 agonist	CHO-K1 Ca antag	TAAR1 ag	CHO-K1 Ca ag	CHRM1 antagonist	OXTR potentiator	TAAR1 antag
Cc1cccc(C)c1NS(=O)(=O)c1cc2c3c(c1)CC(=O)N3CCC2
 : 4	13	1	-5	4	5.6	6	-2	16
CC1CCCC(NC(=O)c2ccc(F)c(S(=O)(=O)N3CCOCC3)c2)C1C (stereo not drawn)
 : -12	-2	1	-5	3	1.0	-26	-8	-26
CCCc1nnc(NC(=O)c2cccnc2)s1
 : 7	3	-1	-1	0	0.2	0	-5	-24
O=C1NC(c2cccc([N+](=O)[O-])c2)Oc2ccccc21 (stereo not drawn)
 : -2	-20	-3	27*	4	-0.8	10	-10	-3
Cc1cc2nnc(SCc3ccc4c(c3)OCO4)n2c2ccccc12
 : .	11	-3	-18	9	0.7	-11	.	-49
O=C(NNC(=O)C1CC(=O)N(c2ccc3c(c2)OCCO3)C1)c1ccc(F)cc1 (stereo not drawn)
 : -3	-36	4	27*	1	-0.2	-4	-5	1
CN(CC(=O)Nc1cccc(F)c1)C(=O)c1ccc(N2CCCCCC2)c([N+](=O)[O-])c1
 : -13	-9	-2	-2	1	0.4	-10	-4	23
CC1(C)Cc2nc3nc(SCC(=O)NCCc4ccccc4)n(-c4ccccc4)c(=O)c3cc2CO1
 : -18	2	-3	3	2	0.6	-13	-12	20
Cc1ccc2[nH]c(=O)c(CN(Cc3ccco3)C(=O)N3CCOCC3)cc2c1
 : 2	-10	-3	-10	2	2.4	-3	-9	-15
CSc1cccc(N2CC(C(=O)N(CC(C)C)c3c(N)n(Cc4ccccc4)c(=O)[nH]c3=O)CC2=O)c1 (stereo not drawn)
 : -11	-3	-2	2	1	-0.1	-8	0	-28
COc1ccc(N2CCN(c3ncnc4c3[nH]c3ccccc34)CC2)cc1
 : 75*	6	2	8	15	11	30	-29	67*
COc1cc(N)c(Cl)cc1C(=O)OCC(=O)NCc1cccs1
 : -12	-12	0	-6	4	0.9	-5	1	-33
CCCCN(Cc1cc2cc(OC)ccc2[nH]c1=O)C(=O)c1ccco1
 : -10	1	-4	-4	4	0.2	-7	-11	-10
COc1cc(NC(=O)CSc2ccc(-c3ccco3)nn2)cc(OC)c1
 : -21	5	-3	-2	-1	0.9	-5	-7	-16
CCOC(=O)c1sc(NC(NC(=O)c2ccco2)(C(=O)OC)C(F)(F)F)nc1C (stereo not drawn)
 : -13	12	-3	-9	0	0.6	-42	-14	8
C/C(=N\NC(=O)c1cc(-c2ccco2)nc2ccccc12)c1cccnc1
 : -6	6	-2	-13	2	0.5	3	-22	-2
COCC(=O)N(C)C1(c2nnnn2CCOC(=O)Nc2cccc3ccccc23)CCCC1
 : -3	7	-3	0	.	0.3	-13	0	.
CC1CCCC(NC(=O)CN(C)S(=O)(=O)c2cnc[nH]2)C1C (stereo not drawn)
 : -6	14	-4	-12	1	0.6	-3	5	10
COc1ccc(NC(=O)CSc2nc(O)c(Cc3ccccc3)c(=O)[nH]2)cc1
 : -6	17	-1	-30	2	0.3	-6	-6	-2
COc1ccc(CCN2CC(C(=O)NCCc3ccc(C)cc3)CC2=O)cc1OC (stereo not drawn)
 : -14	-3	-3	-4	0	0.7	-12	2	-7
O=C(COc1ccccc1)Nc1nc2cc3c(cc2s1)OCO3
 : 31*	5	-3	-3	-1	1.3	-2	-15	-1
CCOC(=O)c1csc(NC(=O)CSc2nnnn2-c2ccc3c(c2)OCCO3)n1
 : -7	19	7	-11	20	5.3	-15	-9	30
O=S(=O)(N/N=C\c1ccc2c(c1)OCO2)c1ccc(Cl)cc1
 : -7	17	-2	-36	0	1.5	-7	-7	12
CC(=O)Nc1ccc(S(=O)(=O)n2cnc3ccccc32)cc1
 : 3	-12	-1	-9	2	0.0	-10	-14	-9
CCC(=O)c1ccccc1OCCCn1cncn1
 : 1	-4	-1	6	1	-0.2	-29	1	14
Cc1c(CCOC(=O)c2ccc(Cl)cc2Cl)sc[n+]1CC(=O)c1ccc(Br)cc1
 : 9	6	-7	-2	0	0.8	18	-7	13
CCN(CC)C(=O)Cn1cnc2sc(C(=O)Nc3cc(OC)c(OC)c(OC)c3)c(C)c2c1=O
 : -11	23	2	-11	6	0.6	-1	-1	-12
FC(F)(F)c1ccc(NCCc2ccccc2)nc1
 : -1	7	-7	-1	-3	0.8	-7	-9	1
O=C(N/N=C/c1ccncc1)c1ccc(OCc2ccccc2)cc1
 : 2	15	21*	-7	2	3.2	-2	-4	11
COc1ccc(-c2nnc3ccc(SCC(=O)Nc4nc5ccc(C)cc5s4)nn23)cc1OC
 : -8	22	-4	0	1	-0.1	3	2	-18
Cc1ccc(C(=O)N/N=C/c2ccc(-c3ccc(Br)cc3[N+](=O)[O-])o2)o1
 : 6	-22	0	10	1	0.0	-1	-11	14

Screens (PubChem)

Hits appear at their usual frequency. About 4.2% of those tested had a hit in this group.
